Assay outcomes (PubChem)
Mtb RmlCD inh = inhibitors of Mycobacterium tuberculosis RmlC and RmlD coupled enzymes. AID 1533. inhibition, % at 3.6 µM. 160,000 compounds, 0.03% hits. RmlC+RmlD coupled enzyme assay, percent inhibition; primary screen in compound mixtures; in the data active = inhibition mostly above about 34%, no sharp cut-off; also: some results filed as inactive read as strong as hits
Target sequence (P9WH09 whole entry, looked up): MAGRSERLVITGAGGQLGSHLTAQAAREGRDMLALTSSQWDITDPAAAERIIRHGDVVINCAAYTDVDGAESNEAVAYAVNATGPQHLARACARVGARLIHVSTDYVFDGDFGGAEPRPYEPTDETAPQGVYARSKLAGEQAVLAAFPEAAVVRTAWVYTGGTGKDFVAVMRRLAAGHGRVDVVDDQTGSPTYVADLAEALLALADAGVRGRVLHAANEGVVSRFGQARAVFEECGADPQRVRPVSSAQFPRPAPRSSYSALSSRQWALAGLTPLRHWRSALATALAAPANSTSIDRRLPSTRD
Target sequence (P9WH11 whole entry, looked up): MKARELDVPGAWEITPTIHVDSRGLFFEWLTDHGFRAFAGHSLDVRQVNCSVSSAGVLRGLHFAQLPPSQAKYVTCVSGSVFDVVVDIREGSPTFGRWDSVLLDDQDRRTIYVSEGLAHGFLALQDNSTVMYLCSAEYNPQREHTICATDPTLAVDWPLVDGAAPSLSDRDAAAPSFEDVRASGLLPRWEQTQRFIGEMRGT
M. tuberculosis GlmU = inhibition of mycobacterial GlmU enzyme – biochemical, glucosamine-1-phosphate acetyltransferase (AID 1376); 220,000 compounds, 0.25% hits; M. tuberculosis GlmU acetyltransferase enzyme assay; higher % means a stronger effect; one-dose inhibition, %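 (tested at 30 µM in the primary screen)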; IC50 in µM for titrated hits; in the data active = inhibition above about 13%;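 also: 0% = complete reaction with vehicle and 100% = reaction without substrate; strong numbers were not always called active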
An asterisk follows results filed as active; · = not tested or not shown. A portion of the library; the hit share may differ from the screen's.

Second line of a record: Mtb RmlCD inh	M. tuberculosis GlmU
Cc1ccsc1C(C(=O)NC(C)(C)C)N(C(=O)c1csnn1)c1ccccc1 (stereo not given)
    6	3.8%
CN(C)CCCn1c(=S)[nH]c2ccccc2c1=O
    5	2.3%
CCCCn1c(NCc2ccc3c(c2)OCO3)nc2ccccc21
    ·	-3.0%
Cc1cc(C)n2ncc(C(=O)NCc3ccccc3)c2n1
    ·	1.4%
O=C(COC(=O)COc1ccc(Br)cc1)Nc1cccnc1Cl
    ·	1.1%
CC(NC(=O)c1cccnc1)C(c1ccccc1)N1CCN(C)CC1 (stereo not given)
    ·	2.3%
CCNS(=O)(=O)c1c(C)cc(N2CCCC2=O)cc1C
    ·	0.0%
COc1cccc(C(Nc2ccccn2)c2oc(CO)cc(=O)c2O)c1 (stereo not given)
    2	2.1%
CSc1cccc(CN2CCCC(CNC(=O)c3ccc(F)cc3)C2)c1 (stereo not given)
    2	-1.4%
O=C(N/N=C/c1ccc(OCC2COCCO2)cc1)c1ccc(Br)cc1 (stereo not given)
    -41	7.3%
CC(C)(C)C(=O)Nc1nc2c(c(=O)[nH]1)CCCC2
    -8	2.4%
CC1(C)Cc2c(sc3c4nnnn4c4nnnn4c23)CO1
    -7	-0.4%
Cc1cc(C)cc(-n2c(N)c(C(=O)Nc3c(C)n(C)n(-c4ccccc4)c3=O)c3nc4ccccc4nc32)c1
    22	2.2%
COc1cc(-c2nc(S(=O)(=O)c3ccc(C)cc3)c(N3CCOCC3)o2)cc(OC)c1OC
    15	·
CCC(C)n1c(=S)[nH]c2c(sc3ccc([N+](=O)[O-])cc32)c1=O (stereo not given)
    -9	3.3%
O=C(CSc1nnc(Cc2cccs2)n1-c1ccccc1)NCc1ccc2c(c1)OCO2
    11	5.3%
CCOc1ccc2oc(C(=O)OCC(=O)NC3CC3)c(C)c2c1
    13	-1.5%
COC(=O)CSc1ccc2nnc(CCNS(=O)(=O)c3ccccc3)n2n1
    ·	-5.9%
CCNC(=S)NNC(=O)CSc1nc2ccccc2n1C
    7	3.6%
Cc1cc(C)nc(NC(=NCCc2c[nH]c3ccccc23)NC(=O)Nc2ccc(Cl)c(Cl)c2)n1
    1	2.7%
N#Cc1c(C(F)(F)F)cc(-c2ccccc2)nc1SCC(=O)Nc1sc2c(c1C#N)CCC2
    8	-2.2%
CCS(=O)(=O)Nc1ccc(C2=NN(S(C)(=O)=O)C(c3cccs3)C2)cc1 (stereo not given)
    -12	-1.7%
Nc1cc(=O)[nH]c(=O)n1Cc1ccco1
    ·	-0.2%
CCOC(=O)N1CCN(Cc2nc3c(c(=O)n(C)c(=O)n3C)n2Cc2ccccc2C)CC1
    27	3.6%
CN1C(=O)CC(N2CCN(C(c3ccccc3)c3ccccc3)CC2)C1=O (stereo not given)
    -12	-3.5%
O=C(CNC(=O)c1cccs1)NC1=NCCS1
    ·	-4.6%
Cc1cc(N2C(=O)C3C4C=CC(C4)C3C2=O)ccc1Br (stereo not given)
    ·	0.9%
COCCNc1nc2nonc2nc1N1CCCC1c1nccs1 (stereo not given)
    -6	-5.5%
Cc1ccc(S(=O)(=O)N2CCN(CC(=O)N/N=C/c3ccc(C)o3)CC2)cc1
    6	-5.0%
Cc1cccc(OCC(=O)NNC(=O)c2ccc([N+](=O)[O-])cc2)c1
    -7	2.0%
CC(=O)c1ccc(OC(NC(=O)Cc2ccccc2)C(Cl)(Cl)Cl)cc1 (stereo not given)
    ·	-6.4%
Cc1ccc(C(C)NC(=O)Cn2nc(C)c([N+](=O)[O-])c2C)cc1 (stereo not given)
    6	6.7%
CC(C)(C)NC(=O)NC(=O)COC(=O)c1cccc(F)c1
    ·	1.3%
CC1CCCCN1S(=O)(=O)c1ccc(S(=O)(=O)N(Cc2ccccc2)Cc2ccco2)cc1 (stereo not given)
    ·	2.2%
Cc1ccc(C)c(SCC(=O)OCC(=O)c2ccco2)c1
    ·	6.7%
COc1ccc(CNc2oc(C)nc2C#N)cc1
    12	0.1%
COc1cccc(C2NC(=O)N(CCCC(=O)O)C(C)=C2C(=O)OCc2ccccc2)c1 (stereo not given)
    ·	-2.4%
CC(=O)N(\C=C/C=C/C=C1\Sc2ccccc2C1=O)c1ccccc1
    7	0.6%
O=C(Nc1cccc(C(=O)O)c1)/C(=C/c1ccc([N+](=O)[O-])cc1)NC(=O)c1ccccc1
    ·	1.3%
CCn1c(SCC(=O)NCc2ccc3c(c2)OCO3)nnc1-c1c[nH]c2ccccc12
    ·	0.0%
CC(CC(=O)Nc1nc2ccccc2[nH]1)c1ccccc1 (stereo not given)
    7	1.4%
CCCc1ccc(-c2ccc(/C=C/C(=O)O)cc2)nc1
    -11	4.0%
CCN(CC)S(=O)(=O)c1ccc(C)c(NC(=O)CSc2nc3ccc(C)cc3[nH]2)c1
    0	-4.2%
O=C(CNC(=S)N(CCCN1CCOCC1)Cc1cccs1)N1CCCCCC1
    -7	4.5%
Cn1c(=N)n(CC(O)c2ccco2)c2ccccc21 (stereo not given)
    5	1.0%

7 records drawn at random from the list so far, as already listed:
Second line of a record: Mtb RmlCD inh	M. tuberculosis GlmU
CCCc1ccc(-c2ccc(/C=C/C(=O)O)cc2)nc1
    -11	4.0%
O=C(Nc1cccc(C(=O)O)c1)/C(=C/c1ccc([N+](=O)[O-])cc1)NC(=O)c1ccccc1
    ·	1.3%
CC(=O)c1ccc(OC(NC(=O)Cc2ccccc2)C(Cl)(Cl)Cl)cc1 (stereo not given)
    ·	-6.4%
COc1ccc(CNc2oc(C)nc2C#N)cc1
    12	0.1%
CC1CCCCN1S(=O)(=O)c1ccc(S(=O)(=O)N(Cc2ccccc2)Cc2ccco2)cc1 (stereo not given)
    ·	2.2%
CC(=O)N(\C=C/C=C/C=C1\Sc2ccccc2C1=O)c1ccccc1
    7	0.6%
CC(C)(C)NC(=O)NC(=O)COC(=O)c1cccc(F)c1
    ·	1.3%

Next part.
Second line of a record: Mtb RmlCD inh	M. tuberculosis GlmU
N/C(=N\OC(=O)c1ccco1)c1ccccc1
    ·	-1.2%
COc1cc(O)c(C(CCN2CCCC2)c2ccc3c(c2)OCO3)c(OC)c1 (stereo not given)
    ·	3.5%
c1ccc(CCSc2ncnc3nc[nH]c23)cc1
    ·	4.7%
CC(C)C(=O)Nc1sc2c(c1-c1nc3ccccc3[nH]1)CCCC2
    ·	0.5%
C=CCSc1nc(C)cc(C(=O)OCC)c1C#N
    3	2.3%
CCNc1sc(S(C)(=O)=O)nc1S(=O)(=O)c1ccc(Cl)cc1
    -2	-0.1%
O=c1[nH][nH]c(C(F)(F)F)c1/C=N/N1CCOCC1
    10	-3.0%
CCOCCCNCC(=O)NCC1CCCCC1
    -11	-1.4%
CN(C)c1ccc(NC(=O)c2ccc3c(c2)nnn3C)cc1
    11	-4.8%
COc1cc(NC(=O)COC(=O)c2cc(S(=O)(=O)N3CCCCC3)ccc2Cl)c(C)cc1[N+](=O)[O-]
    9	-0.1%
Cc1cc(C(=O)Cn2nnc3ccccc3c2=O)c(C)n1Cc1cccs1
    7	-4.9%
Cc1cccc(-n2ccnc2SCC(=O)Nc2nccs2)c1C
    ·	0.5%
Cc1ccc2nc(C)cc(C(=O)OCC(=O)Nc3c(C)n(C)n(-c4ccccc4)c3=O)c2c1
    7	-4.2%
CC(C)Cc1csc(NC(=O)C(C)C)c1C(=O)O
    -12	1.8%
CCOc1ccccc1C(=O)N1CCN=C1SCc1cccnc1
    ·	0.1%
CC(C)(C)Nc1nc(Cl)nc(NCc2ccccc2)n1
    81	1.8%
Cn1c2ccccc2n2c(=O)cc(-c3ccccc3)c(C#N)c12
    0	5.2%
CCCC1CC(C)(c2csc(Nc3ccc(OCC)cc3)n2)OC1=O (stereo not given)
    ·	-2.4%
COc1cc(OC)cc(-c2nc3ccccc3c(=O)n2OC(=O)c2ccccc2C)c1
    4	3.0%
CCCCCC(=O)NC(CC(=O)OC)c1ccc2c(c1)OCO2 (stereo not given)
    7	5.1%
CC(=O)Oc1ccc2c(c1)Oc1cc(OC(C)=O)ccc1C21OC(=O)c2ccccc21
    6	1.5%
CCc1cc(=O)oc2cc(OCC(=O)N3CCCc4ccccc43)ccc12
    ·	2.0%
O=C(NCc1ccc2c(c1)OCO2)c1ccc(COc2cc(Cl)ccc2Cl)o1
    ·	3.0%
CC(C)[C@H](NC(N)=O)C(=O)Nc1ccc(Oc2ccccc2)cc1
    -9	-4.3%
O=C(c1c[nH]c2ccccc12)C(O)C(c1ccccc1)N1CCOCC1 (stereo not given)
    22	1.2%
CC(NC(=O)c1cccnc1)C(c1cccs1)N1CCN(C)CC1 (stereo not given)
    -1	-1.6%
N#Cc1ccc2ccn(CC(=O)NCc3ccccc3)c2c1
    -10	-4.1%
Cc1cc(C)c2cc(C#N)c(SCC(=O)NCC3CCCO3)nc2c1 (stereo not given)
    -8	2.5%
NC(=O)CSc1nnc(Cc2csc(Nc3ccc(F)cc3)n2)n1Cc1ccccc1
    ·	-2.3%
O=C1C=C(NCCOC23CC4CC(CC(C4)C2)C3)C2(CCCCC2)O1
    -15	-2.8%
CCS(=O)(=O)Nc1cc(C(=O)OC)ccc1C(=O)OC
    ·	-0.3%
O=C(Nc1ccc(Cl)cc1)Nc1cc([N+](=O)[O-])ccc1F
    ·	5.9%
O=C(O)c1sc2cc(C(F)(F)F)cnc2c1-c1cccs1
    5	-1.5%
COCCOC(=O)c1[nH]c2c(c1C)C(=O)CC(c1cc(OC)ccc1OC)C2 (stereo not given)
    ·	7.8%
CCc1cc(C(=O)OC)c(NC(=O)CC2Sc3ccc(C(F)(F)F)cc3NC2=O)s1 (stereo not given)
    7	-0.9%
Cc1cc(C)c2c(=O)c3c(oc2c1)C(=O)N(CCO)C3c1cccc(O)c1 (stereo not given)
    26	-1.8%
CCCS(=O)(=O)N1CCN=C1SCc1ccc(C)cc1
    -15	-6.3%
Nc1ccccc1Nc1ccc([N+](=O)[O-])cc1[N+](=O)[O-]
    1	6.7%
CC1(C(=O)OCC(=O)Nc2ccccc2Cl)CC1(Cl)Cl (stereo not given)
    -4	3.3%
Cc1ccc(-c2nc(CS(=O)(=O)CC(=O)N3CC(C)CC(C)C3)c(C)o2)cc1 (stereo not given)
    28	2.4%
CC(=O)N1CCCc2cc(S(=O)(=O)N3CCc4ccccc4C3)ccc21
    ·	-3.6%
COc1cc(/C=N\NC(=O)c2sc(N)nc2C)cc(OC)c1OC
    16	-4.2%
N#C/C(=C\c1ccccn1)c1nc2ccccc2s1
    1	-7.7%
Cc1ccc(C(=O)COC(=O)c2ccc(-c3cnc4ccccc4n3)cc2)cc1C
    0	-6.2%
CS(=O)(=O)N1CCN(c2ccccc2F)CC1
    ·	3.1%
N#Cc1cccc(-c2nnc(SCc3ccccc3C#N)o2)c1
    -3	0.6%
COc1ccc2sc(N3C(=O)C4CC=C(C)CC4C3=O)nc2c1 (stereo not given)
    5	1.7%
O=C1CCC(=O)N1c1nc2nc(-c3ccccc3)cc(=O)n2[nH]1
    5	2.3%
O=C(NC(=S)NNS(=O)(=O)c1ccccc1)c1ccccc1[N+](=O)[O-]
    ·	0.2%
CC(OC(=O)c1cccs1)C(=O)NCc1ccco1 (stereo not given)
    -4	1.7%
COC(=O)CN1C2(C#N)CCCCC2CC2CCCCC21C#N (stereo not given)
    ·	3.5%
Cc1ccc(N2CCN(c3ccc(C)cc3)C2c2ccccn2)cc1
    -8	2.9%
CCN(CC)C(=O)CSC(Nc1ccc(F)cc1)=C(C#N)C#N
    2	2.3%
CC1=NN(c2ccccc2)C(=O)/C1=C\c1cc(C)n(C)c1C
    -9	-4.9%
O=C(COC(=O)c1cc(=O)[nH]c2ccccc12)c1ccccc1
    -13	5.7%
Cc1nnc(NC(=O)CSc2cn(Cc3ccccc3)c3ccccc23)s1
    4	0.1%
O=C(COc1ncnc2ccccc12)Nc1cc(S(=O)(=O)N2CCOCC2)ccc1Cl
    4	-0.4%
COC(=O)CC1=C(C(=O)OC)C(c2ccncc2)C(C#N)=C(N)O1 (stereo not given)
    ·	-6.1%
Cn1c(=O)c(C(=O)CSc2nnc(Nc3ccccc3)s2)c(N)n(Cc2ccccc2)c1=O
    7	-5.6%
O=C(c1ccc(F)cc1)c1cn[nH]c1-c1ccccc1O
    -4	-0.6%

Taken from the entries so far for reference:
Second line of a record: Mtb RmlCD inh	M. tuberculosis GlmU
O=C(COc1ncnc2ccccc12)Nc1cc(S(=O)(=O)N2CCOCC2)ccc1Cl
    4	-0.4%
COC(=O)CC1=C(C(=O)OC)C(c2ccncc2)C(C#N)=C(N)O1 (stereo not given)
    ·	-6.1%
Cn1c(=O)c(C(=O)CSc2nnc(Nc3ccccc3)s2)c(N)n(Cc2ccccc2)c1=O
    7	-5.6%
O=C(c1ccc(F)cc1)c1cn[nH]c1-c1ccccc1O
    -4	-0.6%

The list goes on:
Second line of a record: Mtb RmlCD inh	M. tuberculosis GlmU
Cc1ccc(S(=O)(=O)n2nc(OC(=O)c3c(-c4ccccc4Cl)noc3C)cc2N)cc1
    -2	2.4%
O=C(NC(=S)N1CCc2ccccc21)c1ccccc1Br
    7	-0.2%
COc1ccc(C)cc1Nc1ccc(C(=O)O)cc1[N+](=O)[O-]
    -2	-4.2%
Cc1nnc(NC(=O)c2ccccc2C(=O)O)s1
    2	3.0%
